SIAE primary: human SIAE inhibitors, primary screen, biochemical, fluorescence polarization, FP-Rh probe, 1536-well HTS; Sialate O-acetylesterase (Homo sapiens), Q9HAT2; SIAE FP-Rh probe binding; inhibition, % at 9.66 µM; 370,000 tested, 0.69% active;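 active = inhibition above a cutoff: mean of compounds within the control limits plus 3 SD of those, cut at about 17% in these data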;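 also: 0% = plate median of compound wells and 100% = probe without SIAE protein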
GC-B act: human GC-B receptor activators, primary screen, HEK293 GC-B cells, cGMP TR-FRET, EC30 CNP; Atrial natriuretic peptide receptor 2 (Homo sapiens), P20594; 0% at EC30 CNP, 100% saturating CNP; activation, % at 10 µM; 370,000 tested, 0.11% active;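 active = activation at 10 µM reaching about 35% in either raw or pattern-adjusted values, limit read from the data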
TCR CD3 inh: inhibitors of human TCR-CD3 interaction, primary screen, biochemical, fluorescence, TAMRA-labeled TCR probe; T-cell receptor (TCR); inhibition, % at 9.4 µM; 360,000 tested, 0.37% active; AID 651800, 2012; in the data active = inhibition above about 19%;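 also: recombinant mutant TCR 2C K166C tagged with TAMRA read by polarization; 0% = receptor in buffer alone and 100% = receptor with positive control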
ABHD4 inh: ABHD4 inhibitors, primary screen, biochemical, fluorescence polarization, mouse; AID 720543, 2013; purified mABHD4, FP-Rh probe fluorescence polarization; (Lyso)-N-acylphosphatidylethanolamine lipase (Mus musculus), Q8VD66; 370,000 tested, 0.54% active; inhibition, % at 8.92 µM;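 active = inhibition exceeding the mean over every tested compound plus 3 SD, cut at about 30% in these data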;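 also: 0% = plate median of compound wells and 100% = S159A mutant with DMSO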
Target sequence (Q8VD66 whole entry, looked up): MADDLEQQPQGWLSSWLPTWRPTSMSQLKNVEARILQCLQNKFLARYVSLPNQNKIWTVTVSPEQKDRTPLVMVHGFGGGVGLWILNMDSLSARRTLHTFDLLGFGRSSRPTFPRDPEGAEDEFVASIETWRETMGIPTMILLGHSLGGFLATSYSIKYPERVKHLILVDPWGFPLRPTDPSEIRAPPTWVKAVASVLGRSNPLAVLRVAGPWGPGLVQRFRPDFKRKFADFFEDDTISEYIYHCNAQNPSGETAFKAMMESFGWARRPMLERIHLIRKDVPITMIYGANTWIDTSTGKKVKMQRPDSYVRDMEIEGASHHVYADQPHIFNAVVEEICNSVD
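Test system: mouse ABHD4 enzyme, wild type. Reagent: FP-Rh fluorescent activity-based probe, added after compound pre-incubation. Timing: pre-incubation 45 min, probe exposure 60 min, at 25 °C. Technique: FP readout, ex 525 nm / em 598 nm. Benchmarks: high control S159A mutant with DMSO, low control median of compound wells.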
GC-A act: GC-A stimulated cGMP production enhancers – HEK293 GC-A cells, cGMP TR-FRET, EC30 ANP, primary screen; Atrial natriuretic peptide receptor 1 (Homo sapiens), P16066; 0% at EC30 ANP, 100% saturating ANP; AID 1671463, 2021; activation, % at 10 µM; 370,000 tested, 0.14% active; in the data active = activation above about 40%
PRMT1 FP inh: PRMT1 methyltransferase inhibitors, primary screen, biochemical, fluorescence polarization; recombinant PRMT1, activity-based probe fluorescence polarization; 370,000 tested, 1.3% active; inhibition, % at 2.79 µM; AID 652257, 2013; Protein arginine N-methyltransferase 1 (Homo sapiens), Q99873;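 active = inhibition above about 21% made by adding two undisclosed values, limit read from the data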
MBD2 inh: inhibitors of MBD2 binding to methylated DNA, primary screen, biochemical, TR-FRET, DNA-binding domain, human; Methyl-CpG-binding domain protein 2 (Homo sapiens), Q9UBB5; inhibition, % at 4.4 µM; 370,000 tested, 0.31% active; MBD2 binding to methylated oligonucleotide; AID 686964, 2013; in the data active = inhibition above about 13%
UHRF1 MBD2 ctr: UHRF1 methylated DNA binding inhibitors, primary screen, counter-screen for MBD2 inhibitor project, biochemical, TR-FRET, human UHRF1, single concentration; 370,000 tested, 0.75% active; UHRF1 binding to methylated oligo; inhibition, % at 4.4 µM; E3 ubiquitin-protein ligase UHRF1 (Homo sapiens), Q96T88; AID 687016, 2013; in the data active = inhibition above about 21%;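 also: UHRF1 SRA domain binding a hemimethylated CpG hairpin DNA probe; 0% = median of test compound wells and 100% = reference inhibitor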
HTRA1 inhibitor: HTRA1 serine protease inhibitors, primary screen, biochemical, fluorescence polarization, HTS; Q92743; recombinant HTRA1, FP-rhodamine activity-based probe; inhibition, % at 5.96 µM; 340,000 tested, 0.5% active; in the data active = inhibition above about 36%;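 also: 0% = enzyme with DMSO and 100% = wells lacking enzyme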
Target sequence (Q92743 whole entry, looked up): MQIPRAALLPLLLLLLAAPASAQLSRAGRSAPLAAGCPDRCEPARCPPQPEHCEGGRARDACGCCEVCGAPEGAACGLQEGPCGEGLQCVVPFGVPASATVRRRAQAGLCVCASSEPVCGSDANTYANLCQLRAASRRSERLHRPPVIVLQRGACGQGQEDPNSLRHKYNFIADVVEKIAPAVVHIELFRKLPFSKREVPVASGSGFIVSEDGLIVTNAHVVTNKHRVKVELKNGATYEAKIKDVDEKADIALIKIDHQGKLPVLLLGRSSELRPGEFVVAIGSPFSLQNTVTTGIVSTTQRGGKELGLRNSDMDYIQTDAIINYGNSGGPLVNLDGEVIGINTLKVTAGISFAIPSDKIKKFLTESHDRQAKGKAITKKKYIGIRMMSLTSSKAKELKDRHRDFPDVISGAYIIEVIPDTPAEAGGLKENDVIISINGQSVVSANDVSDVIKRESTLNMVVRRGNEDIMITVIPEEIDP
rCAG binder: binders of r(CAG) RNA repeats, primary screen, biochemical, fluorescence; 370,000 tested, 1.3% active; AID 651821, 2012; inhibition, % at 3 µM; r(CAG) RNA repeat, TO-PRO-1 dye displacement fluorescence;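 active = inhibition above the plate cutoff, the mean of all test compounds on that plate plus 3 SD, cut at about 35% in these data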;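 also: 0% = DMSO alone and 100% = 100 µM mitoxantrone as full dye displacement; higher means more dye released from RNA so lower well fluorescence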
* marks the source's active call; other numbers are inactive results. The list is partial; count on the stated rates, not on these rows.

`CCCNC(=O)c1ccc(CN2CCOCC2)cc1` gave SIAE primary 1, GC-B act 0, TCR CD3 inh 3, ABHD4 inh 4, GC-A act 2, PRMT1 FP inh -2, MBD2 inh 0, UHRF1 MBD2 ctr 4, HTRA1 inhibitor 12 and rCAG binder 1.
CCc1nnc(NC(=O)C2CCC2)s1 was read as SIAE primary 5, GC-B act 3, TCR CD3 inh 5, ABHD4 inh -1, GC-A act 0, PRMT1 FP inh -2, MBD2 inh -11, UHRF1 MBD2 ctr 0, HTRA1 inhibitor -1 and rCAG binder -1.
Cn1ncc(Br)c1C(=O)NC1CCCC1 was read as SIAE primary -1, GC-B act 2, TCR CD3 inh -7, ABHD4 inh 3, GC-A act 6, PRMT1 FP inh 2, MBD2 inh -1, UHRF1 MBD2 ctr -1, HTRA1 inhibitor 1 and rCAG binder 0.
For COc1cccc(NC(=O)c2c(C)nn(-c3ccccc3)c2Cl)c1 the results were SIAE primary -6, GC-B act 3, TCR CD3 inh -4, ABHD4 inh -1, GC-A act 7, PRMT1 FP inh 1, MBD2 inh 7, UHRF1 MBD2 ctr -2, HTRA1 inhibitor -6 and rCAG binder -6.
For COc1ccc(CCNC(=O)C(=O)NCCC2CCCCN2S(=O)(=O)c2ccccc2)cc1 (stereo not given) the results were SIAE primary 0, GC-B act 8, TCR CD3 inh -7, ABHD4 inh 6, GC-A act 0, PRMT1 FP inh 5, MBD2 inh -1, UHRF1 MBD2 ctr 3, HTRA1 inhibitor 0 and rCAG binder -4.
CCOC(=O)[C@H]1[C@H]2COc3ccc(Cl)cc3[C@@H]2N2C(=O)c3cc(Cl)ccc3NC(=O)[C@@]12C was read as SIAE primary -36, GC-B act -14, TCR CD3 inh 3, ABHD4 inh -36, GC-A act -6, PRMT1 FP inh 1, MBD2 inh 1, UHRF1 MBD2 ctr -1, HTRA1 inhibitor -75 and rCAG binder 5.
For Cc1ccc(C(=O)COC(=O)CN2C(=O)C3C4CC(C(Br)C4Br)C3C2=O)cc1 (stereo not given) the results were SIAE primary 1, GC-B act -3, TCR CD3 inh 3, ABHD4 inh 0, GC-A act 1, PRMT1 FP inh -5, MBD2 inh 2, UHRF1 MBD2 ctr -2, HTRA1 inhibitor -7 and rCAG binder 1.
For CCOC(=O)NC1=NCC(C)S1 (stereo not given) the results were SIAE primary -6, GC-B act 3, TCR CD3 inh -3, ABHD4 inh -5, GC-A act 4, PRMT1 FP inh 5, MBD2 inh 2, UHRF1 MBD2 ctr 1, HTRA1 inhibitor 4 and rCAG binder 2.
`Cc1nc2ccccc2n1CCOc1ccc([N+](=O)[O-])cc1` gave SIAE primary 2, GC-B act 1, TCR CD3 inh 0, ABHD4 inh 0, GC-A act 0, PRMT1 FP inh -1, MBD2 inh 0, UHRF1 MBD2 ctr -2, HTRA1 inhibitor -2 and rCAG binder -5.
`CCOC(=O)N1CCN(/C=C(\C#N)c2nc3ccccc3s2)CC1` gave SIAE primary -10, GC-B act -7, TCR CD3 inh 3, ABHD4 inh -5, GC-A act 1, PRMT1 FP inh -2, MBD2 inh -1, UHRF1 MBD2 ctr -2, HTRA1 inhibitor -7 and rCAG binder -1.
`CCOc1ccc(CC(=O)NCC(=O)NCc2cc(=O)n(C)c(=O)n2C)cc1` gave SIAE primary 3, GC-B act 4, TCR CD3 inh -4, ABHD4 inh 0, GC-A act 1, PRMT1 FP inh 3, MBD2 inh -5, UHRF1 MBD2 ctr 0, HTRA1 inhibitor 1 and rCAG binder -2.
O=C(NCCCn1ccnc1)C1CCCN(S(=O)(=O)c2ccc(F)cc2)C1 (stereo not given) was read as SIAE primary -2, GC-B act 4, TCR CD3 inh -5, ABHD4 inh 9, GC-A act 5, PRMT1 FP inh 4, MBD2 inh 4, UHRF1 MBD2 ctr 0, HTRA1 inhibitor 2 and rCAG binder -3.
For Cn1c(SCC(=O)OC2CCCCC2)nnc1-c1ccc(S(=O)(=O)N2CCCC2)cc1 the results were SIAE primary -6, GC-B act 1, TCR CD3 inh 1, ABHD4 inh -10, GC-A act 4, PRMT1 FP inh 3, MBD2 inh 9, UHRF1 MBD2 ctr 4, HTRA1 inhibitor 9 and rCAG binder -8.
Screening Cc1ccc(S(C)(=O)=NC(=O)c2cc(C)on2)cc1 (stereo not given) returned SIAE primary 0, GC-B act 5, TCR CD3 inh 3, ABHD4 inh 4, GC-A act 4, PRMT1 FP inh -1, MBD2 inh -5, UHRF1 MBD2 ctr 1, HTRA1 inhibitor 0 and rCAG binder 2.
Screening Cc1ccc(-n2ncc3c(=O)n(CC(=O)N4CCN(c5ccccc5F)CC4)cnc32)cc1C returned SIAE primary -1, GC-B act 4, TCR CD3 inh 9, ABHD4 inh -6, GC-A act 1, PRMT1 FP inh 2, MBD2 inh 3, UHRF1 MBD2 ctr 0, HTRA1 inhibitor 1 and rCAG binder 5.
Screening CC(=O)N1CCN(CC(=O)Nc2ccccc2Sc2ccccc2)CC1 returned SIAE primary -3, GC-B act 4, TCR CD3 inh 7, ABHD4 inh 5, GC-A act 7, PRMT1 FP inh -3, MBD2 inh 3, UHRF1 MBD2 ctr 1, HTRA1 inhibitor 0 and rCAG binder -8.
For Cc1ccc(C(=O)O)cc1NS(=O)(=O)c1ccc2c(c1)oc(=O)n2C the results were SIAE primary -6, GC-B act 3, TCR CD3 inh 2, ABHD4 inh 10, GC-A act 5, PRMT1 FP inh 4, MBD2 inh 5, UHRF1 MBD2 ctr 1, HTRA1 inhibitor 4 and rCAG binder -2.
CCCCCn1nnnc1C1(C)CCSCC(=O)N1Cc1ccco1 (stereo not given) was read as SIAE primary 0, GC-B act 1, ABHD4 inh -3, GC-A act 0, PRMT1 FP inh 1, MBD2 inh -4, UHRF1 MBD2 ctr -1 and rCAG binder 0.
O=C(Nc1ccc(F)cc1)c1cc(-c2ccccc2)no1 was read as SIAE primary -3, GC-B act -3, TCR CD3 inh -1, ABHD4 inh 1, GC-A act 4, PRMT1 FP inh 2, MBD2 inh 0, UHRF1 MBD2 ctr 0, HTRA1 inhibitor 5 and rCAG binder 0.
`Cc1ccc(C)c(OCCC(=O)OCC(=O)N2CCN(S(=O)(=O)c3ccc(Cl)cc3)CC2)c1` gave SIAE primary 6, GC-B act -6, TCR CD3 inh 6, ABHD4 inh -1, GC-A act -7, PRMT1 FP inh -1, MBD2 inh 2, UHRF1 MBD2 ctr -1, HTRA1 inhibitor -6 and rCAG binder 1.
`CC(C)NC(=O)CSc1nc2[nH]ncc2c(=O)[nH]1` gave SIAE primary -2, GC-B act 3, TCR CD3 inh -3, ABHD4 inh 8, GC-A act -1, PRMT1 FP inh 2, MBD2 inh -2, UHRF1 MBD2 ctr 1, HTRA1 inhibitor 0 and rCAG binder 3.
For CCC(C(=O)NC1C(=O)N2C(C(=O)O)=C(CSc3nnc(C)s3)CSC12)c1ccccc1 (stereo not given) the results were SIAE primary 2, GC-B act 1, TCR CD3 inh 11, ABHD4 inh 7, GC-A act 1, PRMT1 FP inh 28*, MBD2 inh 0, UHRF1 MBD2 ctr 0, HTRA1 inhibitor 4 and rCAG binder 23.
Cc1cc(OCC(=O)OCC(=O)N2CC(C)CC(C)C2)ccc1Cl (stereo not given) was read as SIAE primary -3, GC-B act -5, TCR CD3 inh 5, ABHD4 inh -8, GC-A act 0, PRMT1 FP inh 0, MBD2 inh -2, UHRF1 MBD2 ctr -1, HTRA1 inhibitor 3 and rCAG binder -3.
For OC1C=CSc2nc3ccccc3n21 (stereo not given) the results were SIAE primary -9, GC-B act 7, TCR CD3 inh 3, ABHD4 inh -3, GC-A act -1, PRMT1 FP inh -1, MBD2 inh 3, UHRF1 MBD2 ctr 2, HTRA1 inhibitor 4 and rCAG binder 3.
COc1cc(-c2c(C#N)c(N)nc3c2c(C)nn3-c2ccc(C)c(C)c2)cc(OC)c1OC was read as SIAE primary -18, GC-B act 30, TCR CD3 inh 7, ABHD4 inh -21, GC-A act 14, PRMT1 FP inh 1, MBD2 inh 1, UHRF1 MBD2 ctr 2, HTRA1 inhibitor -35 and rCAG binder 6.
`Cc1ccc2c(c1)nc(NCCO)n2C` gave SIAE primary 4, GC-B act 3, TCR CD3 inh -5, ABHD4 inh 1, GC-A act 0, PRMT1 FP inh -3, MBD2 inh -1, UHRF1 MBD2 ctr 1, HTRA1 inhibitor -2 and rCAG binder 1.
Screening C=C(C)CN(CC)C(=O)CCc1nnc(CCCc2ccccc2)o1 returned SIAE primary 0, GC-B act 0, TCR CD3 inh -5, ABHD4 inh -3, GC-A act -2, PRMT1 FP inh 4, MBD2 inh 1, UHRF1 MBD2 ctr 0, HTRA1 inhibitor 2 and rCAG binder -11.
`COc1ccc(/C=N/Nc2cc(=O)n(C)c(=O)n2C)cc1OC` gave SIAE primary 2, GC-B act -7, TCR CD3 inh -5, ABHD4 inh 1, GC-A act 5, PRMT1 FP inh 3, MBD2 inh 3, UHRF1 MBD2 ctr 0, HTRA1 inhibitor 5 and rCAG binder 0.
Cc1cc(C(=O)Nn2cnc3ccccc3c2=O)ccc1[N+](=O)[O-] was read as SIAE primary 5, GC-B act -2, TCR CD3 inh 4, ABHD4 inh 1, GC-A act -7, PRMT1 FP inh 2, MBD2 inh -5, UHRF1 MBD2 ctr -3, HTRA1 inhibitor 5 and rCAG binder -2.
Cc1ccc[n+](C2C(c3ccc([N+](=O)[O-])cc3)C(C#N)=C([S-])NC2(O)C2CC2)c1 (stereo not given) was read as SIAE primary -3, GC-B act 0, TCR CD3 inh -9, ABHD4 inh 10, GC-A act -1, PRMT1 FP inh 23*, MBD2 inh 9, UHRF1 MBD2 ctr 0, HTRA1 inhibitor 4 and rCAG binder 18.
Screening COc1ccc(S(=O)(=O)N(C)C2CCN(C)CC2)cc1 returned SIAE primary -2, GC-B act -5, TCR CD3 inh 3, ABHD4 inh -3, GC-A act 0, PRMT1 FP inh -5, MBD2 inh -6, UHRF1 MBD2 ctr 0, HTRA1 inhibitor 5 and rCAG binder -2.

Random excerpt: 2 records from the list
CCCCCn1nnnc1C1(C)CCSCC(=O)N1Cc1ccco1 (stereo not given) was read as SIAE primary 0, GC-B act 1, ABHD4 inh -3, GC-A act 0, PRMT1 FP inh 1, MBD2 inh -4, UHRF1 MBD2 ctr -1 and rCAG binder 0.
Screening COc1ccc(S(=O)(=O)N(C)C2CCN(C)CC2)cc1 returned SIAE primary -2, GC-B act -5, TCR CD3 inh 3, ABHD4 inh -3, GC-A act 0, PRMT1 FP inh -5, MBD2 inh -6, UHRF1 MBD2 ctr 0, HTRA1 inhibitor 5 and rCAG binder -2.
